Jurkat NFkB inh: inhibitors of induced NF-kB luciferase reporter, primary screen, TCR NF-kB activation inhibitor project, cell-based, luminescence, uHTS. Jurkat, PMA/ionomycin-induced NF-kB luciferase reporter. inhibition, % at 4 µM. actives 0.53% (n = 330,000). AID 435003, 2010; in the data active = inhibition above about 50%
tim10-1 inh: growth inhibitors of tim10-1 mutant yeast, primary screen, luminescence, uHTS; S. cerevisiae tim10-1 ts strain growth, BacTiter-Glo, 24 h; inhibition, % at 20 µM; actives 2.2% (n = 330,000);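 active = inhibition of at least 40%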;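 note: mutant grown at 25 °C; 0% = DMSO wells with yeast and 100% = wells holding no yeast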
697 NFkB inh: inhibitors of PMA/ionomycin-induced NF-kB reporter, 697 cells, primary screen, B-cell NF-kB inhibitor project, cell-based, luminescence, uHTS | 697 B-cell NF-kB luciferase reporter, 16 h | inhibition, % at 4 µM | actives 0.33% (n = 330,000); in the data active = inhibition above about 35%
tim23-1 inh: growth inhibitors of tim23-1 mutant yeast, primary screen, luminescence, uHTS; S. cerevisiae tim23-1 growth, BacTiter-Glo luminescence, 24 h; inhibition, % at 20 µM; actives 1.3% (n = 330,000); AID 463212, 2010;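 active = growth inhibition of the mutant yeast at or above 50%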;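 note: temperature-sensitive mutant grown at 25 °C; plate controls were DMSO-treated mutant yeast for no effect and medium wells lacking yeast for full effect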
Mdm2 MdmX PPI: inhibitors of human Mdm2-MdmX association, primary screen, cell-based, luminescence, split luciferase, SaOS-2, uHTS | SaOS-2 split-luciferase Mdm2/MdmX complementation | AID 485346, 2010 | actives 3% (n = 330,000) | Protein Mdm4 (Homo sapiens) + E3 ubiquitin-protein ligase Mdm2 (Homo sapiens), … | inhibition, % at 8 µM;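 active = inhibition of at least 50% at 8 µM in the primary screen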
Target sequence (O15151 whole entry, looked up): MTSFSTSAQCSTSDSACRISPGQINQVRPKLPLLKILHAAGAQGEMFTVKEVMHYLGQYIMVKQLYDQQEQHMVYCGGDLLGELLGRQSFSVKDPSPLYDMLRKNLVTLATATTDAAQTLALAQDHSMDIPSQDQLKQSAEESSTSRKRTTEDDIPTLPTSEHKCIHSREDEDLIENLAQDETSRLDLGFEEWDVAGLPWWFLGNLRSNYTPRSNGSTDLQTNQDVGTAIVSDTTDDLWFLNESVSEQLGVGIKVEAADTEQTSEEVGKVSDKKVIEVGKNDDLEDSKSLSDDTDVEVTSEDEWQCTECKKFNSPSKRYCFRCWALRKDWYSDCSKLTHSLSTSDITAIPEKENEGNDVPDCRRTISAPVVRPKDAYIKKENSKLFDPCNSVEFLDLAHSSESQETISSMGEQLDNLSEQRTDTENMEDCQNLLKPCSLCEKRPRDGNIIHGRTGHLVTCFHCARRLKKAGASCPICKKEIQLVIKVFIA
Target sequence (Q00987 whole entry, looked up): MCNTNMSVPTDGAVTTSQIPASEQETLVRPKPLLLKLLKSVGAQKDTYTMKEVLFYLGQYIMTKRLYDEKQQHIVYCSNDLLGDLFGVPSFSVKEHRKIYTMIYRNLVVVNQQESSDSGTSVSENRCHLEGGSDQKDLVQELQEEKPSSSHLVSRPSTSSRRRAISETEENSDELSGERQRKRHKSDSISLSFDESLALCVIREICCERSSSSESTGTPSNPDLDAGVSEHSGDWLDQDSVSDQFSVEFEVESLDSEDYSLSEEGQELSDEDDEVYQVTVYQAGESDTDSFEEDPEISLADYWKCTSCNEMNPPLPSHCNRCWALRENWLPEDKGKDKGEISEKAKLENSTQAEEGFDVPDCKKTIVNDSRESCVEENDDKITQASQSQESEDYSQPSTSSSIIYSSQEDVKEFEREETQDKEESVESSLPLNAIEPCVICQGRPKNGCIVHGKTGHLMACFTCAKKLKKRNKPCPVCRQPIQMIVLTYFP
TIM10 inh: growth inhibitors of isogenic TIM10 control yeast, primary screen, counter-screen for tim10-1 yeast inhibitor project, luminescence, uHTS. actives 1.4% (n = 330,000). inhibition, % at 10 µM. AID 463195, 2010. S. cerevisiae TIM10 strain growth, BacTiter-Glo luminescence, 24 h;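 active = inhibition of 40% or more at the single tested concentration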;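 note: wild-type TIM10 isogenic control strain grown at permissive 25 °C; 0% = DMSO yeast wells and 100% = minimal medium wells without yeast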
UPR CHOP act: activators of apoptotic CHOP UPR arm, primary screen, cell-based, CHO-CHOP luciferase reporter, luminescence, uHTS; UPR activation; percent of tunicamycin response over DMSO baseline; activation, % at 10 µM; actives 0.34% (n = 330,000); AID 449763, 2010;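 active = at 10 µM dose, activation of 40% or more, normalized to positive control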;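 note: 100% = tunicamycin at 10 µg/mL and 0% = DMSO alone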
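Test system: CHO-CHOP cells, stable luciferase reporter of PERK-eIF2a-CHOP signalling | Quantity: 500 CHO-CHOP cells per well | Buffer or medium: F12 plus 10% serum | Compound dosing: 10 µM single point, 0.5% DMSO | Schedule: 6 h compound treatment, 37 °C | Signal: Luciferase luminescence | Control set: Tunicamycin high control, DMSO low control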
XBP1 UPR activ: activators of adaptive XBP1 UPR arm, primary screen, cell-based, CHO-XBP1 luciferase reporter, luminescence, uHTS | actives 0.33% (n = 330,000) | AID 463104, 2010 | IRE1-XBP1 UPR activation; percent of tunicamycin response, DMSO as zero | activation, % at 20 µM;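 active = versus positive control, 20 µM dose yields 30% or more activation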;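 note: 100% = tunicamycin at 10 µg/mL and 0% = DMSO only wells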
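Assay system: CHO-XBP1 luciferase reporter cells; Schedule: 6 h treatment, 37 °C; Detection: glow luminescence from Steady-Glo reagent; Benchmarks: high control tunicamycin 10 µg/mL final, low control DMSO vehicle only.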
* marks the source's active call; other numbers are inactive results. Compounds were not picked by outcome; about 6.6% have a hit in one of these screens.

SMILES | Jurkat NFkB inh | tim10-1 inh | 697 NFkB inh | tim23-1 inh | Mdm2 MdmX PPI | TIM10 inh | UPR CHOP act | XBP1 UPR activ
Cc1cc(C)nc(NS(=O)(=O)c2ccc(NC(=O)NC3CCCCC3)cc2)n1 | 3 | 17 | 13 | 5 | 4 | 8 | 0.8 | -1
CCO/C=C1/C(=O)N(CC)c2ccccc21 | 1 | 15 | 25 | 7 | 20 | -2 | 1.7 | 0
COc1ccc(C2N(c3ccccn3)C(=O)C3CCCN32)c(OC)c1 (stereo not drawn) | 2 | 5 | 6 | -4 | 14 | 4 | -1.5 | 2
CC(=O)N1CCN(C(=O)c2cccc(S(=O)(=O)N3CCOCC3)c2)CC1 | -12 | -3 | 16 | 3 | -2 | -1 | -0.3 | -1
CC(C)(C)C(=O)NNc1nc(-c2ccccc2)c2cc(Br)ccc2n1 | 11 | -3 | 17 | 27 | -11 | -5 | -0.7 | 0
O=CN1CCN(C(=O)C(=O)c2cn(CC(=O)N3CCCCC3)c3ccccc23)CC1 | 4 | -1 | 11 | 11 | 32 | -7 | -0.2 | -4
COc1ccccc1OCCn1c(=O)sc2ccccc21 | -14 | 13 | -13 | 20 | -23 | 2 | 0.8 | 2
O=C(c1ccccc1F)N(Cc1ccc2c(c1)OCO2)Cc1cc2cc3c(cc2n2nnnc12)OCO3 | -3 | 16 | 1 | 15 | 7 | 36 | -4.6 | -2
COc1ccc(Cl)cc1C(=O)NCCCn1ccnc1 | -10 | 1 | -20 | 14 | 4 | 8 | -1.3 | -5
N#CCCN(C(=O)COC(=O)CCc1c[nH]c2ccccc12)c1ccccc1 | 19 | 24 | 15 | 5 | -3 | 12 | 0.0 | -1

Overlap with the part before: two compounds, then new ones.
SMILES | Jurkat NFkB inh | tim10-1 inh | 697 NFkB inh | tim23-1 inh | Mdm2 MdmX PPI | TIM10 inh | UPR CHOP act | XBP1 UPR activ
COc1ccc(Cl)cc1C(=O)NCCCn1ccnc1 | -10 | 1 | -20 | 14 | 4 | 8 | -1.3 | -5
N#CCCN(C(=O)COC(=O)CCc1c[nH]c2ccccc12)c1ccccc1 | 19 | 24 | 15 | 5 | -3 | 12 | 0.0 | -1
Oc1ccc(Cl)cc1-c1cc(-c2ccco2)[nH]n1 | -13 | 38 | 0 | 72* | 38 | 49* | 2.7 | 3
Cc1oc2c(C)c3oc(=O)c(CCC(=O)O)c(C)c3cc2c1-c1ccccc1 | -23 | -23 | -8 | 16 | 2 | -17 | -0.4 | -3
O=C(C[n+]1ccccc1)Nc1ccccc1[N+](=O)[O-] | -12 | 7 | -6 | 12 | 25 | 15 | 2.1 | -5
CC(C)C1Cc2c(sc3c2c(=O)n(-c2ccccc2)c2n[nH]c(=S)n32)CO1 (stereo not drawn) | 1 | 4 | 20 | 4 | 22 | 15 | -0.9 | -2
Cc1nccn1CCCN1C(=O)OC2(CCCCC2)C1(C)O (stereo not drawn) | -14 | -6 | 2 | -4 | 17 | -11 | -3.8 | -1
CCOc1ccc(CCNC(=O)COC(=O)/C=C/c2ccco2)cc1OCC | -1 | 24 | -11 | 26 | 19 | 20 | 2.4 | -1
COCCn1nnnc1C(c1ccc2ncccc2c1)N1CCc2ccccc21 (stereo not drawn) | -28 | 29 | -59 | 31 | 0 | 31 | 1.7 | 3
O=C(Nc1ccccc1C(=O)O)c1cccc(N2C(=O)c3ccccc3C2=O)c1 | 5 | -8 | 16 | 3 | 20 | -4 | 0.1 | -1
COc1ccccc1N(CC(=O)Nc1ccccc1C(=O)N1CCOCC1)S(C)(=O)=O | 12 | 1 | 1 | -8 | 15 | -2 | -0.6 | 4
O=C(NC(=S)Nc1ccccc1[N+](=O)[O-])c1ccccc1 | -29 | 38 | -76 | 29 | -27 | 14 | 1.9 | 5
O=C(NCCN1CCOCC1)c1ccc(-c2ccccc2)cc1 | -6 | 3 | -28 | 9 | -14 | 11 | -0.3 | 1
c1ccc2occc2c1 | -11 | -5 | 4 | -8 | -9 | 12 | -2.0 | 1
COc1ccc(C)cc1NC(=O)CN1C(=O)c2ccccc2S1(=O)=O | 7 | 9 | 4 | 13 | 17 | 6 | 0.7 | -1
NS(=O)(=O)c1ccc(CCNC(=O)c2ccc(-c3ccccc3)cc2)cc1 | 8 | -6 | -1 | -11 | 22 | -14 | -0.1 | -3
Cc1nonc1C1CCCN1C(=O)c1cc(COc2cccc(C(F)(F)F)c2)on1 (stereo not drawn) | -2 | 46* | -36 | 30 | 0 | 26 | -0.5 | -7
CCc1ccc([C@@H]2CC=C(C(=O)O)[C@H](c3ccc(Br)cc3)N2S(=O)(=O)c2ccc(C)cc2)cc1 | 9 | 16 | 5 | 33 | 1 | 10 | 0.8 | -3
CCCCn1c(N)c(N(CCOC)C(=O)CN(C)S(=O)(=O)c2ccc(C)cc2)c(=O)[nH]c1=O | 7 | -9 | -11 | -10 | 10 | -8 | 0.8 | 2
CCOC(=O)Nc1ccc(S(=O)(=O)Nc2onc(C)c2C)cc1 | -27 | -10 | -24 | 9 | 26 | 2 | 0.6 | -2
CCN(C(=O)Cn1c(=O)n2nc(CCn3nc(C)cc3C)nc2c2ccccc21)c1cccc(C)c1 | 2 | 36 | 35 | 44 | 26 | 48* | -0.2 | 0
COc1ccc(N2CCN(C(=O)CN(c3ccc(OC)cc3)S(=O)(=O)c3ccccc3)CC2)cc1 | 13 | 28 | 5 | 23 | 19 | 13 | 0.8 | -4
CC(C)(C)c1ccc(OCCC(=O)OCC(=O)NCc2ccccc2)cc1 | 18 | 15 | 17 | 12 | 25 | 0 | -0.9 | -5
COc1cc(C(C#N)N2N=C(c3ccccc3)CC2c2ccccc2)ccc1O (stereo not drawn) | -76 | 43* | -67 | 37 | 8 | 22 | 1.9 | 3
CCOc1cc(/C=N/NC(=O)Cn2nc([N+](=O)[O-])cc2C)ccc1OCc1ccc(F)cc1 | -1 | 14 | 11 | 7 | 17 | 3 | 0.0 | 5
CN(C)c1ccc(NC(=O)c2cn(-c3ccccc3)nc2-c2cccs2)cc1 | -25 | 24 | -17 | 0 | 10 | 17 | 5.3 | 0
COCCNC(=O)C1CC(c2ccccc2C(F)(F)F)=NO1 (stereo not drawn) | -8 | -26 | 11 | -14 | 12 | -11 | 0.8 | 0
O=C(c1cnn2c1NC(c1ccco1)CC2C(F)(F)F)N1CCN(c2cccc(Cl)c2)CC1 (stereo not drawn) | 38 | 19 | -21 | 26 | 59* | 21 | -2.3 | -4
CN(C)c1ccc(/C=C2\SC(=O)N(CC(O)Cn3c4ccccc4c4ccccc43)C2=O)cc1 (stereo not drawn) | 31 | 12 | 11 | 2 | 28 | 2 | 0.3 | 0
CCN(CC)S(=O)(=O)c1ccc2c(c1)N(CC(=O)N(CCc1ccncc1)C(C)C)C(=O)CO2 | 9 | -2 | 9 | 2 | -3 | -17 | -1.3 | -1
CC1CN(C(=O)COC(=O)c2cc(S(N)(=O)=O)c(Cl)cc2Cl)CC(C)O1 (stereo not drawn) | -2 | -22 | 4 | -1 | 10 | 10 | 1.0 | 22
CCOc1ccccc1Nc1nc(-c2sc(C)nc2C)cs1 | 4 | 47* | -29 | 28 | -17 | 31 | 3.0 | 3
CNC(=O)C(=O)NCCC1CCCCN1S(=O)(=O)c1cccs1 (stereo not drawn) | 0 | 0 | 5 | -1 | -15 | 9 | 0.8 | -2
O=C(NCCCn1ccnc1)c1noc2c1CCCC2 | 0 | 1 | 19 | -11 | -9 | -22 | 1.8 | 0
COc1ccc(-c2nnc(COc3ccc(Br)cc3C)o2)cc1 | 7 | 14 | -12 | 24 | 7 | 16 | -1.0 | -1
CNc1nc(NN)nc(Nc2ccccc2)n1 | -15 | 16 | 10 | -2 | 9 | 96* | 2.0 | -2
COCc1nnc(NS(=O)(=O)c2ccc([N+](=O)[O-])cc2)s1 | -6 | 7 | 11 | 2 | 13 | 17 | -0.2 | 0
Cc1ccc(OCC(=O)NC2CCCC2)c(C)c1 | -11 | 4 | -53 | 14 | 0 | 0 | 0.8 | 2
COc1ccc(CNS(=O)(=O)CCNC(=O)c2cccc(OC)c2)cc1 | 5 | -3 | 8 | -18 | 4 | 0 | 0.5 | -4
CN(C)/C=C(\C(=O)c1ccc(F)cc1F)c1nnnn1-c1ccccc1 | -10 | 14 | 14 | 24 | -4 | 17 | 1.0 | -3
O=C(CSc1nc2ccccc2[nH]1)NC1CCCc2ccccc21 (stereo not drawn) | 23 | 4 | 8 | 10 | 44 | 9 | 1.2 | 0
COC(=O)c1cccc(NC(=O)CCN2C(=O)C3CC=CCC3C2=O)c1 (stereo not drawn) | -10 | -5 | 12 | -3 | -18 | 5 | 0.0 | 3
COc1ccc(NC(=O)c2cc(-c3cc(C)c(C)cc3O)n[nH]2)c(OC)c1 | 6 | 2 | 9 | 2 | 15 | 9 | 1.0 | 0
Cc1ccc(C(=O)NCC(=O)NC2CCCCCC2)cc1 | -11 | -9 | -1 | 14 | 27 | -8 | 4.8 | 1
CC(=O)c1ccc(S(=O)(=O)NCCC(=O)NC2CCN(Cc3ccccc3)CC2)cc1 | -2 | 13 | 12 | 6 | 2 | -5 | -1.2 | -3
CCc1ccc(NC(=O)C/C(C)=N/NC(=O)COc2ccc(C)cc2Br)cc1 | -20 | 45* | 3 | 47 | 4 | 5 | -0.3 | 0
COCCn1c(C)cc(C(=O)COc2ccc(C)nc2[N+](=O)[O-])c1C | 15 | 27 | -7 | 26 | 27 | 10 | -7.0 | -5
CCOC(=O)N1CCN(C(=O)Nc2cccc(Cl)c2)CC1 | 3 | 2 | 18 | 14 | -1 | 4 | -0.6 | 0
CCCc1ccc2oc(C(=O)N3CCC(COC)C3)c(C)c2c1 (stereo not drawn) | -98 | 21 | -101 | 25 | -72 | 13 | 6.3 | 0
CCN(CC)CCN1C(=O)c2ccccc2NC1c1cc(OC)c(OC)c(OC)c1 (stereo not drawn) | -9 | 6 | -4 | 13 | -1 | 10 | -1.5 | 0
CCCCCn1c(=O)[nH]c2c(c1=O)CCC2 | 2 | 0 | -9 | 2 | -24 | 16 | -0.3 | 1
CCC(=O)Nc1c(C(=O)Nc2ccc3c(c2)OCCO3)oc2ccccc12 | -92 | 34 | -70 | 32 | -70 | 13 | 1.0 | 0
CN1C(=O)C2(OCC(CO)([N+](=O)[O-])CO2)c2ccccc21 (stereo not drawn) | -33 | 25 | -10 | -3 | 5 | -13 | 2.2 | 0

Whole records from above.
`COCCn1c(C)cc(C(=O)COc2ccc(C)nc2[N+](=O)[O-])c1C` across the screens: Jurkat NFkB inh = 15; tim10-1 inh = 27; 697 NFkB inh = -7; tim23-1 inh = 26; Mdm2 MdmX PPI = 27; TIM10 inh = 10; UPR CHOP act = -7.0; XBP1 UPR activ = -5
`CCCCCn1c(=O)[nH]c2c(c1=O)CCC2` across the screens: Jurkat NFkB inh = 2; tim10-1 inh = 0; 697 NFkB inh = -9; tim23-1 inh = 2; Mdm2 MdmX PPI = -24; TIM10 inh = 16; UPR CHOP act = -0.3; XBP1 UPR activ = 1
`CC(=O)c1ccc(S(=O)(=O)NCCC(=O)NC2CCN(Cc3ccccc3)CC2)cc1` across the screens: Jurkat NFkB inh = -2; tim10-1 inh = 13; 697 NFkB inh = 12; tim23-1 inh = 6; Mdm2 MdmX PPI = 2; TIM10 inh = -5; UPR CHOP act = -1.2; XBP1 UPR activ = -3

Screening results from PubChem.
